High-throughput results: PubChem BioAssay, National Center for Advancing Translational Sciences (NCATS)
D1 antag: blocks dopamine activation of the human D1 receptor; P21728; HEK293 TREx D1 cells, calcium flux, dopamine EC80; hits give low values; activity change, negative = inhibition, % at 10 µM; 360,000 compounds, 3.2% hits; in the data active = activity change below about -30%; also: % is scaled to controls: 0 for no effect and ±100 for the full control effect
Target sequence (P21728 whole entry, looked up): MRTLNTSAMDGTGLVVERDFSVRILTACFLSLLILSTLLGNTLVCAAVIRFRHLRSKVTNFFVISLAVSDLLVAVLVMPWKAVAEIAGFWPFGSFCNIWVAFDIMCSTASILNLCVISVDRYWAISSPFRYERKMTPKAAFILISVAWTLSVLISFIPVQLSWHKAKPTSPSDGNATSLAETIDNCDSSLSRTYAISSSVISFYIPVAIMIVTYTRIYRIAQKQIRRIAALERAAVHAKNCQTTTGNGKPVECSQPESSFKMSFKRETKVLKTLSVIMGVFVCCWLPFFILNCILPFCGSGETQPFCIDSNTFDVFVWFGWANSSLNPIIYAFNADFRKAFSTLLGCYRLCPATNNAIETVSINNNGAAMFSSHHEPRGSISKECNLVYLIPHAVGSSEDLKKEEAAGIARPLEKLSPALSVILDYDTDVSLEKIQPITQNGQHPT
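Tetracycline-induced HEK293 Trex D1 cells, force-coupled to calcium, dye-loaded; compounds added and read 180 s, then EC80 dopamine added and calcium flux tracked kinetically another 180 s.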
D2 antagonist: D2 dopamine receptor (human) antagonism; P14416; HEK293 TREx D2 cells, calcium flux, dopamine EC80; inhibition, % at 10 µM; 340,000 compounds, 2% hits; AID 485344; in the data active = inhibition above about 30%; also: 0% is about no effect
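Antagonism is scored as inhibition of an EC80 dopamine-evoked calcium signal in a force-coupled, tetracycline-inducible HEK293 T-REx D2 line, with compound present 180 s before agonist.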
D2 ag: activates the human D2 dopamine receptor. P14416. HEK293 T-REx D2 cells, calcium flux agonist mode. activation, % at 2 µM. 340,000 compounds, 0.53% hits;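 active = activation over 3 SD above normal in the single-dose calcium agonist read, cut at about 30% in these data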; also: 0% is about no effect
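Agonism is scored from calcium flux in a force-coupled, inducible HEK293 cell line expressing D2, read kinetically for 180 s after compound addition against dopamine controls.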
RXFP1 antagonist: antagonists of human relaxin receptor RXFP1; HEK293-RXFP1, relaxin-stimulated cAMP HTRF, 30 min; hits give low values; activity change, negative = inhibition, % at 57.5 µM; AID 1259400; Q9HBX9; 350,000 compounds, 0.59% hits;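 active = activity change of -60% or lower, but not beyond a set lower limit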; also: % is scaled to controls: 0 for no effect and ±100 for the full control effect
D1 PAM: enhances dopamine response at the human D1 receptor; 360,000 compounds, 0.036% hits; potentiation, % at 10 µM; AID 504651; P21728; HEK293 TREx D1 cells, calcium flux, dopamine EC20 potentiation; in the data active = potentiation above about 30%; also: 0% is about no effect
TRHR PAM: allosteric enhancers of human TRH receptor. TRHR cells, fluo-8 calcium fluorescence, EC20 TRH enhancement. 360,000 compounds, 0.66% hits. AID 493056. P34981. enhancement, % at 2 µM; in the data active = enhancement above about 30%; also: 0% is about no effect
Target sequence (P34981 whole entry, looked up): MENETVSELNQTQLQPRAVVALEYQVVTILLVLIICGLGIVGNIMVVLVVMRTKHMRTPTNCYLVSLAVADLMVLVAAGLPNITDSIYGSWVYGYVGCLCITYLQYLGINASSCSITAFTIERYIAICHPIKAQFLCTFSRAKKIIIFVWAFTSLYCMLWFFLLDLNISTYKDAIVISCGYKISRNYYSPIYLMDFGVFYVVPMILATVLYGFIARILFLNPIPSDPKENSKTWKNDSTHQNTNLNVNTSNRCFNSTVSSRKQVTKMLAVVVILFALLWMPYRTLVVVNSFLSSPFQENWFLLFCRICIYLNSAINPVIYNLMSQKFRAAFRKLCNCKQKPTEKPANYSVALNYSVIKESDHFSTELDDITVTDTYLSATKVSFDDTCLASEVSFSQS
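Enhancer read-out: after compound pinning and an initial kinetic agonist-mode read, an EC20 of TRH (10 nM final) was injected and fluo-8 calcium signal (Ex 480/Em 530) followed at 1 s/cycle for 100 cycles in TRHR-expressing cells.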
D1 agonist: agonists of human D1 dopamine receptor; HEK293 T-REx D1 cells, calcium flux, agonist mode; P21728; AID 504660; 360,000 compounds, 1% hits; activation, % at 2 µM; in the data active = activation above about 30%; also: 0% is about no effect
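Tetracycline-induced HEK293 TREx D1 cells, force-coupled to calcium signalling, were dye-loaded with a no-wash calcium kit. Compound was pin-added after a 10 s baseline. Fluorescence was read kinetically at 1 cycle/s for 180 s, with calcium rises flagged as agonism.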
RXFP1 ag: activates the human relaxin receptor RXFP1 | HEK293T-RXFP1 cAMP TR-FRET, 30 min; response scale: percent of porcine relaxin response, buffer zero | Potency, µM (top dose mostly 57.5 µM), inactives show at the highest dose activation, actives largely listed as activators | Q9HBX9 | 370,000 compounds, 0.3% hits; active = well fitted activation curve with a large enough effect; also: potency is read from the fitted curve at half-maximal effect; % is scaled to controls: 0 for no effect and ±100 for the full control effect; nearly all actives have a fitted effect of over 60% in size; many of its hits are not listed in these tables
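HEK293 cells stably expressing RXFP1, treated 30 min at 37C with compounds plus PDE4 inhibitor Ro 20174; cAMP measured by HTRF TR-FRET. Normalized to buffer and 29 nM porcine relaxin; EC50 by Hill fit.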
D2 PAM: positive allosteric modulators of human D2 dopamine receptor; 340,000 compounds, 0.34% hits; potentiation, % at 10 µM; AID 485347; P14416; HEK293 T-REx D2, calcium flux, EC20 dopamine potentiation;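 active = potentiation over 3 SD above the plate norm, cut at about 30% in these data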; also: 0% is about no effect
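Tetracycline-induced Hek293 Trex D2 cells, force-coupled to calcium, loaded with no-wash calcium dye. Compound added with 180 s kinetic read for agonism, then EC20 dopamine and a further 180 s read for potentiation.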
Numbers without * were called inactive; / = not tested or not shown; & = joins results of further samples. Not all compounds are listed, so the mix of outcomes need not match the whole.

SMILES | D1 antag | D2 antagonist | D2 ag | RXFP1 antagonist | D1 PAM | TRHR PAM | D1 agonist | RXFP1 ag | D2 PAM
CCCCCC(=O)N/N=C(\C)c1ccc(NC(=O)c2ccco2)cc1 | -3.4 | 4.2 | 0.4 | / | 4.6 | -2.1 | -0.6 | 0.3% | -3.8
O=C(NCC1CCCCC1)c1cc([N+](=O)[O-])ccc1N1CCOCC1 | 3.6 | 19.0 | 2.0 | -5.0 | -6.6 | 7.8 | 0.5 | 3.5% | -3.1
CC(=O)N1c2ccc(S(=O)(=O)N3CCC(C(=O)Nc4ccccn4)CC3)cc2CC1C (stereo not drawn) | 4.1 | / | / | -1.1 | -4.9 | 0.3 | 1.5 | 0.1% | /
CCC(C)c1ccccc1OCCCNC1CCCC1 (stereo not drawn) | -33.5* | 77.7* | 1.5 | -10.7 | 1.7 | 1.8 | 38.7* | -0.2% | -26.4
COc1ccc(S(=O)(=O)N2CCCC(C(=O)NCc3cccnc3)C2)cc1OC (stereo not drawn) | -18.5 | 4.5 | 0.0 | -3.9 | -7.0 | 19.3 | 2.3 | 0.1% | 5.8
O=C(Nn1c(-c2ccc(Br)cc2)nc2ccccc2c1=O)c1ccc([N+](=O)[O-])cc1 | -5.0 | 4.7 | 1.3 | -8.5 | -2.2 | 3.6 | 3.7 | -0.7% | 0.5
O=C(c1cccs1)N1CCCc2cc(NS(=O)(=O)c3ccc(Cl)cc3)ccc21 | -5.1 | / | 0.1 | -10.3 | -0.1 | 0.3 | 7.2 | 0.7% | -6.9
NS(=O)(=O)c1ccc(-n2nncc2-c2ccco2)cc1 | 6.7 | -14.0 | -0.6 | -10.1 | 3.4 | -2.9 | -0.9 | -0.2% | -13.3
CCOc1ccc(C(=O)Nc2cccc(C(=O)O)c2)cc1Cl | -17.0 | -9.6 | 1.5 | -2.9 | 0.5 | -1.7 | 3.0 | 0.8% | 4.2
COc1ccc(N2C(=O)C3CCCN3C2c2cccc(OC)c2OC)cc1 (stereo not drawn) | 9.1 | 11.2 | 1.9 | / | / | -8.1 | 3.9 | 1.0% | 0.3
O=C1c2[nH]nc(-c3ccc(F)cc3)c2C(c2ccccc2F)N1c1ccccc1 (stereo not drawn) | 39.5 | / | 7.5 | -68.5* | 9.1 | 0.8 | 8.0 | 5.7% | 13.6
CSc1oc(-c2ccco2)nc1S(=O)(=O)c1ccc(F)cc1 | -3.2 | 4.1 | 0.3 | 0.9 | 1.9 | 2.6 | 7.8 | -0.4% | 9.8
Cc1ccc(S(=O)(=O)Nc2ncnc3sccc23)cc1C | -0.3 | 10.5 | -0.3 | -2.7 | -1.2 | -11.0 | 0.7 | 0.4% | 14.5
O=C1C(Nc2ccccc2)=C/C(=N/S(=O)(=O)c2cccs2)c2ccccc21 | -2.7 | 0.1 | -2.1 | / | -0.5 | -5.2 | 5.5 | -0.4% | 6.8
CCCCc1nc(SCCN2CCOCC2)c2c(=O)n(C)c(=O)n(C)c2n1 | -4.0 | 6.3 | 2.6 | 3.0 | -5.5 | 5.6 | 2.3 | 19.3% | 12.2
CCCS(=O)(=O)NCc1cn2cccc(C)c2n1 | 2.6 | / | / | 13.4 | 0.8 | -1.4 | 0.0 | 0.4% | /
CN(C)CC#CCOC(c1ccccc1)c1ccccc1 | 18.7 | 10.6 | 0.6 | -9.2 | -6.7 | -0.4 | 2.6 | -1.0% | -11.3
CCCOc1ccc(C2C(=O)N(C3CCCCCC3)CC(=O)N2Cc2ccc(OC)cc2)cc1OC (stereo not drawn) | -4.2 | / | 1.3 | 3.0 | -0.5 | -1.6 | -2.0 | -2.1% | -13.9
COc1ccc(CNC(=O)COC(=O)/C=C/c2ccc(Cl)cc2)cc1 | -1.3 | 2.3 | 0.3 | -3.5 | 2.0 | 0.7 | -2.6 | -2.9% | 3.2
NC(=O)c1nsc(C(=O)N(CCCN2CCOCC2)C(C(=O)NC2CCCCC2)c2ccc(Cl)cc2)c1N (stereo not drawn) | 11.8 | 30.5* | -0.3 | 11.2 | -1.4 | -2.9 | -3.0 | 1.9% | -12.9
CCc1ccc(-n2nnnc2SCC(=O)NNC(=O)c2ccco2)cc1 | -11.2 | -19.5 | -0.6 | 0.0 | -2.3 | 11.4 | -2.3 | -1.7% | -6.1
CCC(=O)Nc1sc2c(c1C#N)CCC2 | 0.1 | 3.5 | -0.3 | -2.1 | -5.3 | -0.5 | 1.0 | -1.3% | 12.6
CCc1ccc(CN(C)C(=O)C2CCC(=O)N(CCCN3CCCC3=O)C2)cc1 (stereo not drawn) | 11.2 | 5.2 | 0.2 | 3.2 | -5.0 | 0.0 | 0.3 | 1.5% | 2.9
COc1ccc(CCNC(=O)Cn2ccc3cc(S(=O)(=O)N4CCCC4)ccc32)cc1OC | 0.4 | 2.9 | -0.3 | 2.0 | -5.5 | 1.6 | 1.6 | 1.2% | -1.7
O=C(NCCn1c(-c2ccncc2)nc2ccccc21)[C@H]1CCCN1c1nc(CN2CCCCC2)cs1 | 2.2 | 4.1 | 0.3 | / | -3.4 | 11.9 | 0.9 | -0.4% | -1.4

5 entries already listed, ordered by count of non-hydrogen atoms, highest first.
SMILES | D1 antag | D2 antagonist | D2 ag | RXFP1 antagonist | D1 PAM | TRHR PAM | D1 agonist | RXFP1 ag | D2 PAM
COc1ccc(CCNC(=O)Cn2ccc3cc(S(=O)(=O)N4CCCC4)ccc32)cc1OC | 0.4 | 2.9 | -0.3 | 2.0 | -5.5 | 1.6 | 1.6 | 1.2% | -1.7
O=C(Nn1c(-c2ccc(Br)cc2)nc2ccccc2c1=O)c1ccc([N+](=O)[O-])cc1 | -5.0 | 4.7 | 1.3 | -8.5 | -2.2 | 3.6 | 3.7 | -0.7% | 0.5
CCc1ccc(-n2nnnc2SCC(=O)NNC(=O)c2ccco2)cc1 | -11.2 | -19.5 | -0.6 | 0.0 | -2.3 | 11.4 | -2.3 | -1.7% | -6.1
O=C(NCC1CCCCC1)c1cc([N+](=O)[O-])ccc1N1CCOCC1 | 3.6 | 19.0 | 2.0 | -5.0 | -6.6 | 7.8 | 0.5 | 3.5% | -3.1
CCC(C)c1ccccc1OCCCNC1CCCC1 (stereo not drawn) | -33.5* | 77.7* | 1.5 | -10.7 | 1.7 | 1.8 | 38.7* | -0.2% | -26.4

Looked up one by one from above:
SMILES | D1 antag | D2 antagonist | D2 ag | RXFP1 antagonist | D1 PAM | TRHR PAM | D1 agonist | RXFP1 ag | D2 PAM
CCC(C)c1ccccc1OCCCNC1CCCC1 (stereo not drawn) | -33.5* | 77.7* | 1.5 | -10.7 | 1.7 | 1.8 | 38.7* | -0.2% | -26.4
CCCOc1ccc(C2C(=O)N(C3CCCCCC3)CC(=O)N2Cc2ccc(OC)cc2)cc1OC (stereo not drawn) | -4.2 | / | 1.3 | 3.0 | -0.5 | -1.6 | -2.0 | -2.1% | -13.9

Later entries.
SMILES | D1 antag | D2 antagonist | D2 ag | RXFP1 antagonist | D1 PAM | TRHR PAM | D1 agonist | RXFP1 ag | D2 PAM
CC(=O)Nc1ccc(-c2cn3c(n2)SCC3)cc1 | 0.0 | -14.5 | 0.6 | -3.5 | 3.7 | 3.2 | 3.3 | 0.0% | -3.6
CCOC(=O)c1ccccc1NC(=O)c1c(F)c(F)c(F)c(F)c1F | 28.6 | -7.3 | 0.2 | -11.8 | 6.5 | 8.8 | 3.6 | -0.7% | 16.9
O=C(CSc1nnc(-c2ccco2)o1)N1CCN(c2ccccc2)CC1 | -0.4 | 22.6 | 0.3 | -4.9 | -4.2 | -0.9 | -0.2 | 1.1% | -4.7
Cc1ccc(S(=O)(=O)Nc2ccccc2C(=O)N2CCOCC2)cc1 | 3.1 | -8.2 | 0.3 | -4.5 | -3.0 | -1.4 | 3.5 | 0.1% | 8.4
COc1ccc(OC)c(NC(=O)c2ccccc2N(C)S(=O)(=O)c2ccc(C)cc2)c1 | -4.5 | -5.0 | 0.2 | -6.7 | -2.8 | -8.9 | 3.9 | 3.9% | 18.3
COc1ccc(S(=O)(=O)NCCc2sc(C)nc2C)cc1F | -12.7 | / | 0.8 | / | -5.8 | 0.3 | 10.1 | 2.4% | 12.9
CCCCC(=O)NC(c1ccccc1Cl)c1ccc2cccnc2c1O (stereo not drawn) | -1.3 | 1.1 | 0.4 | / | -1.8 | -1.8 | 2.0 | -1.0% | -4.2
CCc1sc(C(=O)N2CCN(CC(=O)Nc3cccc(F)c3)CC2)cc1C | -30.4* | 22.4 | 0.0 | -4.6 | -6.6 | -1.2 | 1.1 | 2.3% | -11.8
CC(C)CC(NS(=O)(=O)c1ccc2c(c1)oc(=O)n2C)C(=O)N1CC=C(c2ccccc2)CC1 (stereo not drawn) | 5.8 | -2.2 | -0.7 | / | 4.8 | -3.7 | -1.3 | -0.5% | -6.1
Cc1ccc(OCC(=O)Nc2cc(S(=O)(=O)N3CCCCC3)ccc2N2CCN(C)CC2)c(C)c1 | 4.0 | -5.6 | 0.5 | -21.4 | -3.6 | 6.1 | 6.4 | -0.2% | -6.7
Cc1nn(C2CCS(=O)(=O)C2)c(Cl)c1/C=C/C(=O)OCC(=O)c1c[nH]c2ccccc12 (stereo not drawn) | -23.8 | -9.0 | 0.6 | -5.1 | 0.3 | -0.3 | 5.6 | 0.7% | 13.7
COc1ccc(Cl)cc1S(=O)(=O)Nc1ccc2c(c1)n(C)c(=O)n2C | -8.9&-12.3 | 3.0 | 2.0&1.6 | 8.2&-5.7 | -8.5&-2.2 | 2.4&-5.7 | 4.8&14.1 | -0.9%&3.9% | -12.5&0.6
COc1ccc(-n2c3c(cc(C(=O)NNc4ccccc4C)c2=O)C(=O)CC(C)(C)C3)cc1 | -7.0 | -4.8 | 0.1 | -21.2 | -2.2 | -5.3 | 3.8 | 1.9% | -3.7
COc1ccc(CCNC(=O)CSc2nnc(Cn3c(=O)sc4ccccc43)n2C)cc1OC | -9.0 | 3.6 | 0.3 | 7.9 | -3.5 | 6.4 | 2.2 | -0.5% | -0.1
Cn1cc(Br)c(C(=O)NN2C(=O)C3C4C=CC(C5CC45)C3C2=O)n1 (stereo not drawn) | -18.3 | -5.8 | 0.5 | 1.3 | 8.9 | -2.3 | -0.8 | -0.1% | -1.7
